# Screens: PubChem BioAssay, National Center for Advancing Translational Sciences (NCATS)
# Pol kappa inh: qHTS for Inhibitors of Polymerase Kappa | DNA polymerase kappa (Homo sapiens), Q9UBT6 | purified Pol kappa, fluorescent DNA synthesis assay, 10 min | Potency, µM (series often up to 107 µM), for the others: top-dose activity, negative = inhibition, most hits filed as inhibitors | hit rate 0.53% among 400,000; note: potency is the fitted concentration of half-maximal effect; % is set by controls: 0 for no effect and ±100 for the full control effect
# Target sequence (Q9UBT6 whole entry, looked up): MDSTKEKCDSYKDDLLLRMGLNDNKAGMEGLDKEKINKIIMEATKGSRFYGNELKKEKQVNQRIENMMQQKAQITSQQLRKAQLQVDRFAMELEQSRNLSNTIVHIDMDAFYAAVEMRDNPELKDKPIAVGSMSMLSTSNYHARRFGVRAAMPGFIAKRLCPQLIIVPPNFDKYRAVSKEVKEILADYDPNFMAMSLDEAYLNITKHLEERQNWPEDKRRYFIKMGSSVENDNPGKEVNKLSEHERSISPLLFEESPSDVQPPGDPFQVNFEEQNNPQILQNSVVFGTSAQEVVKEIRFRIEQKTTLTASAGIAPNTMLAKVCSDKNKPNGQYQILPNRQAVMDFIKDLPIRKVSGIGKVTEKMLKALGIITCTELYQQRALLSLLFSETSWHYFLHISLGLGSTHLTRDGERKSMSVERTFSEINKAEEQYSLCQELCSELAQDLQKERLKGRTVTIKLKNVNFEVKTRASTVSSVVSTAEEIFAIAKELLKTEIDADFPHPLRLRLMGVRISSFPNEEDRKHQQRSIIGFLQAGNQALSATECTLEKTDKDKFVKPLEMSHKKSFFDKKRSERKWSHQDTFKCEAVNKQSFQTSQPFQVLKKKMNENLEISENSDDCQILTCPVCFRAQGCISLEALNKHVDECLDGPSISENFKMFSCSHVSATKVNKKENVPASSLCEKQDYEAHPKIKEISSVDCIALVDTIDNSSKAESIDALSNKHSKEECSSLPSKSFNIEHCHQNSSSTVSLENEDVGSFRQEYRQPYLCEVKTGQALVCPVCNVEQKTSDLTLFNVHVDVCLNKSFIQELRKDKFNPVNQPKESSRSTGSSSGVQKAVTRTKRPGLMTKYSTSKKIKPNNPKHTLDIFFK
#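 10 nM Pol kappa was preincubated with compounds for 15 min at room temperature. Reaction started with 50 nM (final) substrate. Fluorescence read kinetically at 0 and 10 min.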
# BLM inh: qHTS Assay for Inhibitors of Bloom's syndrome helicase (BLM); RecQ-like DNA helicase BLM (Homo sapiens), P54132; recombinant BLM DNA unwinding, fluorescence dequenching; Potency, µM (doses to about 56.1 µM), without a hit: at the highest dose activity change, negative = inhibition, actives largely listed as inhibitors; hit rate 0.2% among 350,000;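 note: potency is the fitted concentration of half-maximal effect; plate controls were vehicle for no effect and no enzyme for full effect; nearly all actives have a fitted effect of over 35% in size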
# ERG Ets-DNA blk: qHTS for Small Molecule Inhibitors of the ERG Ets/DNA interaction. fluorescence polarization, His-ERG Ets domain / labelled DNA. Potency, µM (top dose mostly 76.9 µM), for the others: at the top dose FP activity, negative = inhibition, hits mostly inhibitors. hit rate 0.028% among 370,000. AID 624246, 2012; active = well fitted inhibition curve with a large enough effect in the polarisation, with a control signal flat; inconclusive = small, poorly fitted or top-dose-only effect, or effect the other way, or a change in a side signal; inactive = no such curve, though single readings can be large or run the other way; the % refers to the polarisation;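 note: polarization taken with two DNA probes labelled with fluorescein and Texas red; potency is the fitted concentration of half-maximal effect; % of control where 0% means no effect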
#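 His-tagged ERG Ets domain (1 uM in the protein solution; 300mM KCl, 50mM Tris-HCl, 1mM EDTA, 1mM DTT, pH 7.5) received compound, then a probe mix of 5 nM fluorescein-DNA and 100nM Texas-615-DNA. Fluorescence polarization was read for both dyes.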
# TRHR agonist: qHTS for Small Molecule Agonists and Allosteric Enhancers of Human TRH Receptor: Primary Screen for Agonists; Thyrotropin-releasing hormone receptor (Homo sapiens), P34981; TRHR cells, calcium flux fluo-8, FDSS agonist mode; activation, % at 2 µM; hit rate 0.18% among 360,000; in the data active = activation above about 30%; note: 0% is about no effect
#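 Fluo-8-loaded TRHR cells; 10 s baseline, compound added, kinetic Ca2+ fluorescence read 1/s, agonist mode.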
# Anesthetic bind: qHTS Assay for Identification of Novel General Anesthetics; Ferritin light chain (Equus caballus), P02791; apoferritin/1-aminoanthracene competitive binding, fluorescence; Potency, µM (top dose mostly 77.5 µM), for inactives: top-dose activity change, negative = displacement, hits mostly inhibitors; hit rate 0.074% among 350,000; note: potency is the fitted concentration of half-maximal effect; % is set by controls: 0 for no effect and ±100 for the full control effect; nearly all actives have a fitted effect of over 20% in size
# Target sequence (P02791 2-175 limits assumed): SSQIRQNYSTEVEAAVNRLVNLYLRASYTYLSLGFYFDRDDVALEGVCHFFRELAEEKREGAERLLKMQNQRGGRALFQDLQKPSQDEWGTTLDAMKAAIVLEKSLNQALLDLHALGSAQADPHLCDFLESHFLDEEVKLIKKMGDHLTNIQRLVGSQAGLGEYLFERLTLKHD
#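 Horse-spleen apoferritin (10 uM) in 50% saturated 1-aminoanthracene in PBS was incubated 10 min at room temperature with compound. Fluorescence (ex 380, em 535 nm) was normalized to free and bound 1-AMA, with concentration-response fitted by a four-parameter Hill equation.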
# Pol iota inh: qHTS for Inhibitors of Polymerase Iota; DNA polymerase iota (Homo sapiens), Q9UNA4; Pol iota fluorescent replication assay, 10 min; Potency, µM (highest dose often 115 µM), for the others: top-dose activity, negative = inhibition, usual class: inhibitors; hit rate 1% among 390,000; AID 588590, 2011; note: potency is the fitted concentration of half-maximal effect
#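 Fluorescent replication assay read twice, at 0 min and 10 min after adding 50 nM (final) substrate. Enzyme (10 nM) and compounds were first incubated 15 min at room temperature; enzyme-free buffer wells were negative controls.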
# Pol beta inh: qHTS Assay for Inhibitors of DNA Polymerase Beta; hit rate 1.3% among 340,000; Pol beta primer extension/strand displacement, fluorescence kinetic; Potency, µM (titrated, usually from 114 µM), inactives show at the highest dose activity change, negative = inhibition, hits mostly inhibitors; note: potency is the fitted concentration of half-maximal effect; % is set by controls: 0 for no effect and ±100 for the full control effect
#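 Reaction started by 50 nM substrate onto compound-treated Pol beta (10 nM, 15 min preincubation, room temperature); plates read at 0 min and 10 min. Normalized concentration-effect data fitted by four-parameter Hill equation.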
# 12-LOX inh: Primary qHTS assay for inhibitors of human arachidonate 12S-lipoxygenase (ALOX12): Round 2 | Polyunsaturated fatty acid lipoxygenase ALOX12 (Homo sapiens), P18054 | purified 12hLO, xylenol orange hydroperoxide absorbance | Potency, µM (highest dose often 108 µM), inactives show at the highest dose activity change, negative = inhibition, most hits filed as inhibitors | hit rate 1.1% among 580,000 | AID 1671190, 2021; note: potency is the fitted concentration of half-maximal effect; % is set by controls: 0 for no effect and ±100 for the full control effect
#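 Hydroperoxide product was detected by ferrous iron/xylenol orange as the 573 to 405 nm absorbance ratio. Arachidonic acid at 40 uM (final) was turned over for 30 min at room temperature by 150 nM human 12hLO, pH 7.0 Hepes buffer, after 15 min compound preincubation.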
# APE1 inh: qHTS Assay for Inhibitors of the Human Apurinic/apyrimidinic Endonuclease 1 (APE1); recombinant APE1, TAMRA/BHQ-2 abasic DNA cleavage fluorescence; Potency, µM (top dose mostly 65.8 µM), for inactives: at the highest dose activity change, negative = inhibition, usual class: inhibitors; DNA repair nuclease/redox regulator APEX1 (Homo sapiens), P27695; hit rate 0.35% among 350,000;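 note: potency is the fitted concentration of half-maximal effect; plate controls were vehicle for no effect and reference inhibitor for full effect; nearly all actives have a fitted effect of over 55% in size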
#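 Endonuclease cleavage of a quenched abasic-site DNA duplex (50 nM) by APE1 (0.75 nM) was tracked by TAMRA dequenching. Compounds were preincubated with enzyme 15 min at room temperature; data normalized to buffer-only and DMSO wells plus NSC13755 control.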
# The depositor's hits bear a star; ? = inconclusive; . = not tested or not shown; [ ] = remark or other dose. Unless noted, calls come from the whole dose curve; as a rule, active = well fitted curve in the direction sought with a large enough effect; inconclusive = small, poorly fitted or top-dose-only effect, or another doubt; inactive = no such curve, though single readings can be large; an effect the other way counts as inactive or inconclusive.
Molecule | Pol kappa inh | BLM inh | Pol iota inh | Pol beta inh | Anesthetic bind | 12-LOX inh | TRHR agonist | ERG Ets-DNA blk | APE1 inh
COc1ccc(N(C(=O)/C=C\C(=O)Nc2ccc(Cl)cc2)C(C(=O)NCc2ccco2)c2ccc(C)cc2)cc1 (stereo not given) | -13%[60.1 µM] | -15% | ? | -1% | -13% | -72% | 1.8 | 3% | .
Nc1ccc(C(=O)NCC2(c3ccccc3)CCCC2)cc1 | 2% | -4% | 79%[activator] | -16% | -12% | 0% | -0.1 | 10% | -6%
O=C1CC2(CCN(C(=O)c3ccccc3Br)CC2)Oc2ccccc21 | -25% | . | 16% | . | . | 20% | 0.3 | 2% | 27%
CNc1nc(-c2ccccc2)cc(C(F)(F)F)c1C#N | -8% | -1% | 7% | 25% | -7% | 6% | 0.9 | -1% | -9%
S=C(NCc1ccco1)Nc1ccc2c(c1)OCCO2 | 2% | -8% | 113%[activator] | -14% | ? | -3% | 0.3 | -7% | 7%
CCCCN1C(N)=NC[C@@H]1Cc1ccccc1 | 11% | . | ? | . | . | 1% | . | 5% | .
CC(=O)NCC1CCCN(c2nc3nonc3nc2N(C)Cc2ccccc2)C1 (stereo not given) | -10% | -3% | 3% | ? | 4% | 17% | 0.1 | -3% | 1%
Cc1ccc(CNC(=O)CN2CCN(Cc3ccc(F)cc3)C2=O)cc1 | 0% | -1% | 10% | -4% | -1% | -10% | -1.2 | 3% | .
COc1cccc(CNC(=O)C2CCN(c3nnc(-n4c(C)ccc4C)s3)CC2)c1OC | -1% | -2% | ? | 31% | -18% | 3% | -0.8 | 2% | .
Cc1ccc(Nc2nc(-c3cccnc3)nc3ccccc23)cc1 | 4% | -8% | 15% | -13% | 4% | ? | 8.1 | -1% | -1%
COC1C=CC=C(C)C(=O)NC2=CC(=O)C(N)=C(CC(C)CC(OC)C(O)C(C)C=C(C)C1OC(N)=O)C2=O (stereo not given) | -16% | . | 14% | . | . | -29% | . | 0% | .
CN(C)CCCN(C(=O)c1ccc([N+](=O)[O-])o1)c1nc2cc3c(cc2s1)OCO3 | -8% | 4% | -1% | -16% | 0% | 2% | 0.9 | -3% | 4%
COc1ccc(S(=O)(=O)NCCC(=O)Nc2ccc(C)cc2)cc1 | 11% | -4% | 37%[activator] | 0% | -10% | -5% | -1.5 | -2% | 30%
Cc1ccc(NC(=O)c2cc(-c3cc(Cl)ccc3O)n[nH]2)cc1C | 8% | -7% | 4% | 21% | 4% | -6% | 0.3 | -2% | 9%
Cc1cc(N2CCOCC2)nc2ccc(NC(=S)NC(C)C)cc12 | -13% | -5% | 34%[activator] | 10% | 2% | ? | 1.3 | -5% | -3%
O=C(NC(=S)Nc1ccc(CN2CCCCC2)cc1)c1cccc(OCc2ccccc2)c1 | -16% | -3% | 17% | 0% | ? | 32µM* | 0.1 | 2% | 2%
COc1ccc(Cl)cc1NC(=O)COc1ccc2c(c1)OCO2 | -9% | . | -7% | . | . | 23% | 1.1 | -1% | 4%
CN[C@H](C)C(=O)NC[C@H]1O[C@@H](n2cnc3c(N)ncnc32)[C@H](O)[C@@H]1O | -8% | . | ? | . | . | . | . | -1% | 1%
C=CCc1cccc2cc(C(=O)Nc3cccc(Cl)c3)c(=O)oc12 | 11% | 1% | 22% | -1% | 1% | -18% | 0.0 | 4% | .
O=C(O)CCC(=O)Nc1ccc(Br)cc1C(=O)c1ccccc1 | -1% | -5% | 22% | 2% | 0% | 24% | -0.5 | 4% | 2%
COC(=O)Cc1ccc(NC(=O)c2ccccc2Br)cc1 | -13% | -13% | 129%[activator] | 1% | -14% | 1% | 0.7 | 3% | -4%
CCOc1ccc(C(=O)N/N=C/c2ccccc2[N+](=O)[O-])cc1 | -9% | 0% | 3% | 32% | 8% | 3% | -0.7 | 3% | 0%
COc1ccc(-n2nc(C(=O)N3CCN(c4cccc(C)c4C)CC3)c3c4ccccc4n(C)c3c2=O)cc1 | -5% | -6% | 13% | 12% | -7% | -17% | 1.4 | 9% | .
CCOC(=O)C1=C(C)N(c2ccc(OC)cc2)C(=O)/C1=C\c1cccs1 | -5% | 1% | 59%[activator] | -1% | -6% | -25% | 0.2 | 4% | 7%
COc1ccc(C(=O)NC(Cc2ccccc2)c2ccc3c(c2)OCCCO3)cc1 (stereo not given) | -10% | -7% | -8% | 0% | 8% | 14% | 1.4 | -4% | 0%
O=S(=O)(NCc1ccncc1)c1ccccc1 | -1% | 1% | 16% | -24% | -6% | 37%[activator] | 0.9 | 1% | 0%
CCOC(=O)c1c(N)n(-c2ccc(N)cc2)c2nc3ccccc3nc12 | 2%[60.1 µM] | -7% | 79µM* | ? | -11% | -21% | -0.2 | -1% | 8%
N#Cc1c(-c2ccc(Br)cc2)cc(-c2cccnc2)nc1N | -17% | -5% | 38%[activator] | -1% | 0% | 9% | -0.2 | 6% | 3%
CCOc1ccc(NC(=O)CC2C(=O)N(C)C(=S)N2CCCc2ccccc2)cc1 (stereo not given) | -8% | -7% | 34%[activator] | -15% | -14% | -16% | 0.5 | 1% | -8%
CN(c1ccccc1)c1nc(N)c([N+](=O)[O-])c(NCc2ccccc2)n1 | -17% | -9% | 1%[58.9 µM] | 3% | -20% | 191%[activator] | -0.5 | 0% | ?
C=CCN1C(=O)CSC1=Nc1ccc(C(=O)O)cc1 | 6% | 1% | 26% | 58% | -7% | 0% | 0.4 | 1% | -8%
CCOC(=O)c1ccc(N2C(=O)c3n[nH]c(-c4cccs4)c3C2c2ccc(C(C)C)cc2)cc1 (stereo not given) | -4% | -16% | 55%[activator] | 14% | -16% | -19% | 5.0 | 0% | .
COc1ccc(-c2nc3scc(CCNS(=O)(=O)c4c(C)noc4C)n3n2)cc1 | -8%[60.1 µM] | 2% | 5% | 12% | -15% | -24% | 0.4 | -5% | .
O=c1oc2cc(OCc3ccc([N+](=O)[O-])cc3)ccc2c2c1CCCC2 | -13% | 2% | 16% | 15% | -6% | 0% | 0.1 | -6% | 11%
Cc1ccc(S(=O)(=O)N2CCOCC2)cc1C(=O)N1CCN(c2ncccn2)CC1 | -6% | . | 17% | . | . | 16% | 0.2 | 5% | -8%
CCCC(O)(c1ccccc1)C(c1ccccc1)c1ccccn1 (stereo not given) | -2% | . | 53%[activator] | . | . | -5% | . | 13% | .
Nc1c(S(=O)(=O)c2cccs2)c2nc3ccccc3nc2n1/N=C/c1cccc(O)c1 | -4% | -11% | 18% | 11% | -11% | 0% | 0.6 | 1% | -3%
Cc1cccc(C(=O)Oc2coc(CSc3nnc(NC(=O)C4CC4)s3)cc2=O)c1 | -16% | -4% | -38% | ? | 7% | -15% | 0.0 | 14% | 0%
CC(=O)c1cnc(N2CCCCC2)nc1C | 1% | 0% | -1% | ? | -2% | -8% | -0.3 | -4% | -3%
CC(=O)Nc1ccc2c(c1)nc(C)n2Cc1ccccc1 | -2% | 4% | 0% | 22% | -3% | ? | 0.7 | -1% | -7%
CCCCNC(=O)c1onc(CSc2cccc3ccccc23)c1C(=O)O | -6% | -3% | ? | 1% | ? | -19% | 0.3 | -13% | 1%
Cc1ccnc(NC(=O)CCC(=O)N(CC(=O)NC2CCCCC2)c2cccc(C)c2C)c1 | -1% | -1% | 10% | -1% | 4% | -2% | 0.1 | 3% | -3%
CCCCCOC(=O)c1cc(=O)[nH]c2ccccc12 | -17% | -5% | 15% | 0% | -23% | -18% | -1.3 | 2% | 4%
CCOc1ccc(NS(=O)(=O)c2ccc3nc(-c4ccccc4)[nH]c3c2)cc1 | -44% | -6% | -3% | -2% | -6% | -25% | 1.2 | 1% | .
COc1cccc(-c2nc(-c3ccc4c(c3)-c3ccccc3S4(=O)=O)c(-c3ccccc3)[nH]2)c1OC | -1% | -4% | 6% | 4% | 57%[activator] | 0% | 0.9 | 7% | 5%
CCOC(=O)C1CCN(S(=O)(=O)c2ccc(-c3ccc(=O)[nH]n3)o2)CC1 | -5% | -3% | -29% | 48% | -3% | -2% | 0.1 | 3% | 1%
CCCCN(CCCC)c1nc2ccccc2nc1C(C#N)C(=O)NCCCOC (stereo not given) | 3% | -5% | 15% | -13% | 2% | 1% | 2.0 | -1% | 0%
COc1cnc(SCc2ccc(Cl)c(Cl)c2)nc1Cl | -12% | -11% | 30% | -36% | ? | 12% | . | 2% | -1%
CCOC(=O)/C=C/C(=O)Nc1ccc(S(=O)(=O)Nc2nccs2)cc1 | -39% | -7% | 25µM* | -2% | -4% | ? | 0.6 | -7% | 42%
COc1ccc(OC)c(/C=N/NC(=O)c2cnccn2)c1 | -6% | -3% | 165%[activator] | 2% | -8% | -5% | 0.6 | -4% | -1%
COC(=O)C1(C)COP(=O)(NC23CC4CC(CC(C4)C2)C3)OC1 (stereo not given) | -9% | . | 14% | . | . | 6% | . | 1% | .
Cc1ccc(-c2csc(Nc3ccc(S(N)(=O)=O)cc3)n2)o1 | -9% | -12% | 34%[activator] | -8% | -20% | ? | 0.7 | 5% | -3%
CCOc1ccc(C(=O)Nc2nnc(C3=COCCO3)o2)cc1 | 5% | -1% | 117%[activator] | 11% | -14% | 11% | -0.1 | -9% | 7%
N#CC(C#N)=C(N)Nc1cccc(Cl)c1 | -16% | 1% | 19%[58.9 µM] | -1% | -2% | 9% | 0.5 | -5% | 3%

# Some of the compounds tested; the hit share may differ from the screen's.
